Bioassay records from PubChem.
GAA glycogen – GAA glycogen-cleavage inhibition or activation; Potency, µM (series often up to 76.4 µM), for the others: at the top dose activity change, negative = inhibition, most hits filed as inhibitors; recombinant GAA, glycogen substrate, Amplex Red glucose oxidase fluorescence; actives 0.38% (n = 300,000);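 note: 0% = full enzyme reaction and -100% = no-enzyme basal signal; the screen sought inhibitors and activators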
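qHTS, 1536-well; enzyme 4 nM final; cpd up to 77 uM; substrate bovine liver glycogen 30 ug; 50 mM citrate/phosphate pH 5.0, 0.01% Tween-20; 37 C, 40 min; Amplex Red detection 45 min RT; Hill fit → AC50.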
RGS12 GoLoco inh – RGS12 GoLoco-Gai1 interaction inhibition | actives 0.44% (n = 230,000) | Gai1:RGS12 GoLoco peptide FP, rhodamine, 10 min | Potency, µM (titrated, usually from 61.6 µM), for inactives: at the top dose activity, negative = inhibition, usual class: inhibitors; active = well fitted inhibition curve with a large enough effect, not every such curve was filed as active; inactive = no such curve, though single readings can be large or run the other way; note: % is set by controls: 0 for no effect and ±100 for the full control effect; nearly all actives have a fitted effect of over 30% in size; many of its hits are not listed in these tables
Target sequence (P63096 whole entry, looked up): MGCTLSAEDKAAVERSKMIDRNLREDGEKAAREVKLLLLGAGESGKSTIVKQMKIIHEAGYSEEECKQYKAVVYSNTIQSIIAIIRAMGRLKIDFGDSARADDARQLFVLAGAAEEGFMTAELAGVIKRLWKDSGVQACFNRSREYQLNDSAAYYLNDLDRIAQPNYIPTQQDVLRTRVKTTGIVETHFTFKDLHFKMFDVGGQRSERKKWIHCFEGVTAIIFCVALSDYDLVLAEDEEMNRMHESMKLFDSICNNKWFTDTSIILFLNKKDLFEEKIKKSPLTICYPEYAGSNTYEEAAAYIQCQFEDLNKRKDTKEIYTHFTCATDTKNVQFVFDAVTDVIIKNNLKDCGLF
HTT ATP protect – Huntington cell model cytoprotection by ATP luminescence | PC12 HTT-Q103 induced, cytoprotection, ATP luminescence, 40 h | Potency, µM (series often up to 56.4 µM), for inactives: cytoprotection (ATP increase), usual class: activators | actives 0.14% (n = 230,000);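 note: % of control where 0% means no effect; nearly all actives have a fitted effect of over 45% in size; toxic huntingtin expression switched on by the ecdysone agonist tebufenozide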
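Huntington model: PC12 line, ecdysone-inducible HTTQ103 exon1–GFP, tebufenozide 100 nM. Test articles in a dose series. Endpoint luminescence from cellular ATP.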
GAA inh – blocks human lysosomal alpha-glucosidase. purified human GAA, 4-MU-alpha-glucoside fluorescence. Potency, µM (titrated, usually from 76.9 µM), for inactives: at the highest dose activity change, negative = inhibition, hits mostly inhibitors. actives 0.005% (n = 200,000). AID 1466;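 note: plate controls were uninhibited enzyme wells for no effect and no-enzyme background for full effect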
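Compounds are titrated up to 77 uM against 4 nM human enzyme. Substrate 4-methylumbelliferyl-alpha-D-pyranoside (400 uM) reacts 20 min at room temperature in pH 5.0 buffer; liberated 4-methylumbelliferone is read at 440 nm.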
aGlu spleen mod – lysosomal alpha-glucosidase (human) modulation. P10253. human spleen homogenate, 4-MU-alpha-glucoside fluorescence. Potency, µM (doses to about 79.9 µM), for inactives: at the top dose activity change, negative = inhibition, usual class: inhibitors. actives 0.006% (n = 240,000). AID 2112;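 note: 0% = enzyme with vehicle and -100% = no enzyme basal signal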
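AC50 values come from Hill-equation fits of concentration-response data, normalized to no-enzyme and full-activity controls. Enzyme source: 1 ug human spleen homogenate; 1 mM fluorogenic 4-MU glucoside, pH 5.0 citrate buffer, 37 C, 40 min.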
IMPase Li inh – cell-permeable IMPase inhibitors with lithium potentiation. CHO-M1 cells, IP1 TR-FRET (IP-One), carbachol + lithium. Potency, µM (doses to about 59.4 µM), for the others: at the highest dose activity, negative = IMPase inhibition, usual class: inhibitors. actives 0.35% (n = 210,000). AID 1457;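 note: IP1 builds up when IMPase is blocked and the TR-FRET signal falls; plate controls were basal vehicle for no effect and high inhibitor control for full effect; nearly all actives have a fitted effect of over 50% in size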
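Readout is a homogeneous TR-FRET IP1 immunoassay (Ex 320, Em 665 and 620), where raised cytosolic IP1 lowers signal. Cells were CHO-M1 treated 30 min at 37C with test compounds plus a little lithium; AC50 values came from Hill-equation fitting.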
HTT aggregate – reduces HttQ103-GFP aggregates in PC12 cells; Potency, µM (series often up to 46.1 µM), inactives show at the highest dose activity change, negative = inhibition, most hits filed as inhibitors; actives 1.1% (n = 220,000); PC12 HttQ103-GFP aggregates, Acumen cytometry, 40 h; note: % is set by controls: 0 for no effect and ±100 for the full control effect; nearly all actives have a fitted effect of over 60% in size
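Compounds (qHTS titration) were added to PC12 cells expressing an ecdysone-driven HTT exon 1 Q103–GFP fusion after induction with 100 nM tebufenozide. Aggregate formation was measured as GFP objects in cell lysates.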
* = called active by the depositor; ? = inconclusive; . = not tested or not shown; & = joins results of further samples; [ ] = remark or other dose. Unless noted, calls come from the whole dose curve; as a rule, active = well fitted curve in the direction sought with a large enough effect; inconclusive = small, poorly fitted or top-dose-only effect, or another doubt; inactive = no such curve, though single readings can be large; an effect the other way counts as inactive or inconclusive. Potency is the fitted concentration of half-maximal effect. Some of the compounds tested. The share of hits here may be higher or lower than overall.

SMILES | GAA glycogen | RGS12 GoLoco inh | HTT ATP protect | GAA inh | aGlu spleen mod | IMPase Li inh | HTT aggregate
COc1cc(N2CCCC2)c(OC)cc1C=O | -8% | 14% | 5%[10 µM] | -13% | 6% | 10% | -15%[9.22 µM]
Cc1ccc(CNC(=S)N2CCOCC2)cc1 | -5% | 1% | . | -2% | 10% | 5% | 6%
Cc1ccc(Nc2nc(C)nc3c2oc2ccccc23)cc1 | -4% | -3% | -6%[10 µM] | . | -11% | . | -7%[9.22 µM]
c1ccc2[nH]c(CN3CCOCC3)nc2c1 | -2% | 0% | -7% | -1% | 0% | 16%[38.3 µM] | 4%
C#CCNC(=O)C1=C[C@@H](C2CCCCC2)C[C@@H](OCc2ccc(CO)cc2)O1 | 3% | 2% | 3%[10 µM] | . | -1% | -6% | 18%[9.22 µM]
Cc1nc(SCC(=O)N2CCc3ccccc32)n[nH]1 | 5% | 9% | -5% | 4% | -8% | 20%[38.3 µM] | 28%
O=C(NNC(=S)Nc1cccc(C(F)(F)F)c1)c1cccc(Cl)c1 | 9% | -11% | 21%[10 µM] | -13% | 6% | -4% | ?
CCC(CC)c1nnc(NC(=O)c2ccc([N+](=O)[O-])cc2)s1 | -7% | -17% | -9%[10 µM] | -7% | -4% | 6% | 5%
CC(=O)c1cccc(NC(=O)Nc2cccnc2)c1 | 2% | 5% | 10%[0.074 µM] | -4% | -10% | 3% | 7.9µM*
CN(CC(=O)Nc1ccc2c(c1)OCCO2)S(=O)(=O)c1ccc(Br)s1 | 9% | -10% | 3% | ? | 7% | 21%[38.3 µM] | 1%
O=S(=O)(c1ccccc1)c1ncc(C(F)(F)F)cc1O | 2% | 7% | -30%[inhibitor] | 1% | -3% | -2% | -5%
COC(=O)c1ccc(NC(=O)CSc2nnc(C)n2-c2ccccc2)cc1 | -11% | -3% | -4% | -9% | 3% | -12%[38.3 µM] | -10%

3 compounds already listed, sorted by formula weight, low to high:
SMILES | GAA glycogen | RGS12 GoLoco inh | HTT ATP protect | GAA inh | aGlu spleen mod | IMPase Li inh | HTT aggregate
Cc1ccc(Nc2nc(C)nc3c2oc2ccccc23)cc1 | -4% | -3% | -6%[10 µM] | . | -11% | . | -7%[9.22 µM]
COC(=O)c1ccc(NC(=O)CSc2nnc(C)n2-c2ccccc2)cc1 | -11% | -3% | -4% | -9% | 3% | -12%[38.3 µM] | -10%
C#CCNC(=O)C1=C[C@@H](C2CCCCC2)C[C@@H](OCc2ccc(CO)cc2)O1 | 3% | 2% | 3%[10 µM] | . | -1% | -6% | 18%[9.22 µM]

Continued.
SMILES | GAA glycogen | RGS12 GoLoco inh | HTT ATP protect | GAA inh | aGlu spleen mod | IMPase Li inh | HTT aggregate
O=C(NCCc1ccccc1)c1cnc2ccccn2c1=O | 2% | -5% | -17% | ? | 25% | -43%[38.3 µM] | 2%
CCc1cccc(CC)c1NC(=O)C1SC(=Nc2ccccc2C)C(c2nc3ccccc3s2)=C1N (centres undefined) | -2% | 19% | 12% | -9% | -21% | 11%[38.3 µM] | ?
COC(=O)[C@@]1(Cc2ccc(F)cc2)[C@H]2c3cc(C(=O)N(C)C)n(Cc4ccccn4)c3C[C@H]2CN1C(=O)c1ccccc1 | -5% | 11%&11% | 21% | -22%[15.4 µM] | 1%&-9% | 14%&1% | -8%
O=C(CN1CCCCC1)Nc1ccc(F)c(Cl)c1 | -13% | 4% | -10% | 1% | -4% | -10%[38.3 µM] | 16%[9.22 µM]
CC(C)(C)c1nc(SCC(=O)N2CCCC2)c2ccccc2n1 | 4% | 9% | 7%[10 µM] | 12% | 2% | 2% | -23%[9.22 µM]
COc1ccc(/C=N/Nc2nc(-c3ccc(Cl)cc3)cc(C(F)(F)F)n2)cc1OC | 7% | 2% | 5%[10 µM] | -8% | -4% | 15% | ?
S=c1[nH]nc(COc2ccc(Cl)cc2)n1Cc1ccccc1 | 5% | 13% | . | 12% | -1% | 9% | .
CCNC(=O)c1c(N)sc2c1CCCCC2 | -8% | 25% | -17% | -2%[15.4 µM] | -4% | -7%[38.3 µM] | 1%
CCOCCCNC(=S)NCCCNc1nc2ccc(C)cc2cc1C#N | 0% | 10% | 10% | 4% | 8% | 2% | -27%
O=C1CC(N2CCC(c3nc4ccccc4s3)CC2)C(=O)N1Cc1ccccc1 (centres undefined) | 0% | 1% | 3% | -1% | 1% | 19%[38.3 µM] | 22%[9.22 µM]
CCN(CC)C(=O)COc1ccc(/C=C(\C#N)S(=O)(=O)c2ccccc2)cc1OC | -10% | 12% | -21% | 9% | -10% | 9% | 28%
CC(C)c1ccccc1NC(=S)NC1CCCCC1 | -17% | -3% | 6% | -8% | 4% | 13% | -4%
O=C1S/C(=C\C=C\c2ccco2)C(=O)N1c1ccc(O)cc1 | 0% | 30% | 7%[10 µM] | 2% | 1% | 17% | 20%
NCCNC[C@@H]1COC2(CCCCCCCCCCC2)O1 | 6% | 5% | -11%[10 µM] | . | -25% | . | 0%[9.22 µM]
COc1ccc(C)cc1NC(=O)CSc1nnnn1Cc1ccccc1 | 1% | 3% | -1%[10 µM] | 1% | -2% | 1% | -7%
CCOC(=O)CCNCc1ccc(OC)c(OC)c1 | 10% | -8% | 0%[10 µM] | . | -1% | . | -37%[9.22 µM]
O=C(Nc1ccc(F)cc1)C1CCCN(S(=O)(=O)c2cccc3cccnc23)C1 (centres undefined) | 6% | 1% | 2% | 0%[15.4 µM] | -4% | -9%[38.3 µM] | -5%
Cc1cc(C)nc(NC(=O)COc2ccc(Cl)cc2)c1 | . | 6%[14.2 µM] | 11%[10 µM] | . | . | 6% | .
CN(CCCNC(=O)c1cccn2c(=O)c3ccccc3nc12)Cc1ccccc1 | 9% | 2% | -15% | -6% | -9% | 8%[38.3 µM] | -10%
CC(C)(C)N1CC2(c3ccccc3)CN(C(C)(C)C)CC(c3ccccc3)(C1)C2=O | 2% | 5% | -4% | -5% | -2% | -12%[38.3 µM] | 2%[9.22 µM]
O=C(C1=C[C@@H](C2CC2)C[C@@H](OCCCCO)O1)N1CCOCC1 | 12% | -2% | 13%[10 µM] | . | 0% | -2% | -3%[9.22 µM]
CC(C)c1ccccc1OCC(=O)NCC(c1cccs1)N1CCOCC1 (centres undefined) | -4% | 12% | -34% | -5% | -5% | 13%[38.3 µM] | -27%
O=C(CSc1ccc2nnc(-c3cccnc3)n2n1)NCc1ccc2c(c1)OCO2 | 4% | -9% | 9% | 1% | -12% | -1%[38.3 µM] | -19%
CCC(C)(C(=O)NC1CCCCC1)N(CC1CCCO1)C(=O)c1ccccn1 (centres undefined) | 5% | 9% | -7%[0.074 µM] | -8% | 6% | 22%[38.3 µM] | 5%
COc1cccc(C(=O)c2c[nH]c(C(=O)NCc3cccnc3)c2)c1 | 2% | 4% | -24% | 2% | . | 3% | -2%
CN(C)CCCNC(=O)/C(=C\c1ccc(-c2ccc(Br)cc2)o1)NC(=O)c1ccccc1 | 1% | 10% | -13%[10 µM] | -6% | -3% | 3% | -24%
COc1ccccc1N1CCN(C2=CC(=O)CCC2)CC1 | -10% | -1% | -11% | 0% | -3% | 2%[38.3 µM] | 3%[9.22 µM]
CC(C)C1=CC2=CC[C@@H]3[C@@](C)(C(=O)O)CCC[C@]3(C)C2CC1 (some centres undefined) | . | -4% | 1%[1.9 µM] | . | -4% | 8% | .
COc1cc(NC(=O)c2ccco2)c(C(=O)OCC(=O)Nc2ncc(Cl)cc2Cl)cc1OC | -8% | 17% | 3% | 5% | 1% | 23%[38.3 µM] | -13%
COc1cc2c(cc1OC)C(C(C(=O)N(CCc1ccc(OC)c(OC)c1OC)CCc1ccc(OC)c(OC)c1OC)c1ccccc1)=NCC2 (centres undefined) | . | 8% | -41%[inhibitor] | . | 4% | 12% | -10%
CN(CC(=O)Nc1ccc(F)cc1)CC(=O)Nc1ccc(Cl)c(S(=O)(=O)N2CCOCC2)c1 | 2% | 1% | 2%[10 µM] | . | -18% | . | 1%[9.22 µM]
COc1ccc(N2CCN(C(=O)CN(Cc3ccccc3)S(C)(=O)=O)CC2)cc1 | 0% | -3% | 3% | -2% | 4% | 30%[38.3 µM] | -19%
Cc1nn(C)c(C)c1N1C(=O)c2cccc3c(N)ccc(c23)C1=O | 4% | 22µM* | . | -9% | -23% | -1% | ?
Cc1cccnc1NC(=O)C1CCN(S(=O)(=O)c2cccs2)CC1 | -7% | -7% | -2%[10 µM] | -6% | 8% | 34%[activator][38.3 µM] | -7%
O=C(OCc1ccc(C(=O)c2ccccc2)cc1)c1cccc(-c2nnc(-c3ccccc3)o2)c1 | 7% | 8% | -27% | -10% | 1% | -8%[38.3 µM] | 1%
CCOC(=O)/C(=N\Nc1ccccc1[N+](=O)[O-])c1csc(N)n1 | 22% | 18% | -11%[1.9 µM] | 11% | 0% | 1% | -19%[9.22 µM]
Cc1nnc(SCc2cccc3ccccc23)s1 | 0% | -2% | 10%[10 µM] | -7% | -5% | . | 10%[9.22 µM]
CC(C)CN(CC(C)C)C(=O)CCCC(=O)N(CC(C)C)CC(C)C | 1% | 13% | 10%[10 µM] | -13% | -9% | 7% | 7%
O=C(O)CCCNC(=O)/C=C/c1ccco1 | -10% | -13% | 0% | 3% | -1% | . | -3%
O=C(C1CC1)N1N=C2CCCCC2C1(O)C(F)(F)F (centres undefined) | 7% | -2% | -5% | -7% | . | -2% | 6%
CCOC(=O)CSc1ncnc2c1cnn2-c1ccccc1 | 1% | 7% | -20%[10 µM] | 3% | 9% | 24%[38.3 µM] | -4%
CCN(CC)C(=O)C1CCCN(Cc2ccc(OC)c(C)c2C)C1 (centres undefined) | 4% | -1% | -11%[10 µM] | -23% | -2% | 23%[38.3 µM] | 1%
CS(=O)(=O)Nc1nnc(SCC(=O)Nc2cccc([N+](=O)[O-])c2)s1 | -5% | 7% | 0%[10 µM] | ? | 0% | -1% | -14%
CCn1ncc(/C=N/NC(=O)c2ccc3c(c2)OCO3)c1C | -2% | 1% | -55%[inhibitor] | -14% | -5% | 5%[38.3 µM] | 0%
C=CCn1c(/N=C/c2ccc3c(c2)OCO3)nc2ccccc21 | -4% | 15% | 18%[10 µM] | -1% | -6% | 9% | -5%
CS(=O)(=O)c1nncn1-c1ccccc1 | 5% | 2% | 1%[10 µM] | 2% | -6% | 7% | 24%
Cc1cc(C)c2c(=O)[nH]c(=O)n(Cc3ccccc3)c2n1 | 5% | 90%[activator] | -34% | ? | -2% | 11%[38.3 µM] | ?
Cc1nn(-c2ccccc2C(=O)O)c(=O)c2ccccc12 | 2% | 6% | -12%[0.074 µM] | -3% | -6% | 19%[38.3 µM] | -8%
CCc1nnc(NC(=O)CSc2nnc(CNC(=O)c3cc(OC)c(OC)c(OC)c3)o2)s1 | 2% | 9% | -3% | 9% | -3% | 9% | -12%
